eIF2B yeast act – eIF2B (yeast) activity modulation; S. cerevisiae eIF2B-epsilon R284H, GCN4-lacZ luminescence; 27,000 tested, 0.91% active; inhibition, % at 25 µM (by protocol); AID 688;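 active = mutant luminescence inhibited past about 50% while wild type luminescence and mutant growth stay under set limits, limit read from the data; inconclusive = mutant versus wild type luminescence inhibition gap past a set limit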; also: some compounds called inactive have numbers as strong as hits
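Times: 16 h growth with compound at 30 °C, 90 min Beta-Glo step; Assay system: yeast eIF2B-epsilon R284H mutant carrying GCN4–beta-galactosidase fusion; Measure: % inhibition of reporter signal and growth versus controls; Dosing: one concentration, 25 µM, 0.25% DMSO; Buffer or medium: YPD yeast growth medium; Measured by: Beta-Glo luminescence plus absorbance at 595 nm.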
Yeast growth tox – Compounds toxic to wild-type S. cerevisiae growth | growth inhibition, % at 25 µM (by protocol) | A595 turbidity, 16 h | AID 685 | 30,000 tested, 0.3% active;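 active = mutant and wild-type yeast strains alike exhibit over 30% growth inhibition; inconclusive = a strain exceeds 50% while the second remains under 30%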;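 also: 0% = untreated cell controls and 100% = YPD media blanks without cells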
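system = S. cerevisiae wild-type or eIF2Bepsilon-R284H mutant strain | buffer or medium = YPD medium | dosing = one dose, 25 µM compound, 0.2% DMSO | schedule = 16 h at 30 °C | measured by = A595 turbidity | evaluation = growth inhibition (%) versus cell controls and blanks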
Yeast growth tox inhibition % – second read-out of Yeast growth tox, no call of its own (marks repeat the call); growth inhibition, %; S. cerevisiae eIF2Bepsilon-R284H mutant growth, A595 turbidity, 16 h;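 each compound tested once at 25 µM; 0% equals untreated cells and 100% equals cell-free medium blanks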
eIF2B yeast act mutant toxicity – also measured in eIF2B yeast act; calls as there; growth inhibition, %; measured here: mutant yeast growth, toxicity;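 each compound tested once at 25 µM; zero equals untreated control growth and 100 equals blank medium absorbance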
* marks the source's active call; other numbers are inactive results; ? = inconclusive; . = not tested or not shown. An excerpt; count on the stated rates, not on these rows.

Results follow in this order: eIF2B yeast act	eIF2B yeast act mutant toxicity	Yeast growth tox	Yeast growth tox inhibition %
- Cc1nn(C)c(C)c1/C=N/O
  26	12	5	12
- CC(C)OCCCNc1ncc2c(n1)CC(c1ccc(N(C)C)cc1)CC2=O (stereo not drawn)
  11	11	0	11
- COc1ccc(Cc2nc3ccc(S(=O)(=O)N4CCOCC4)cc3[nH]2)cc1
  11	-35	-14	-35
- NC(=O)COC(=O)c1cc(S(=O)(=O)N2CCOCC2)ccc1N1CCCCC1
  16	-9	18	-9
- CNC(=O)CSc1nnnn1-c1cc(C)ccc1C
  29	-19	23	-19
- Nc1cccc2nc3ccccc3cc12
  .	.	16	28
- COc1ccc(N2CCN(c3ccc(N)cc3C#N)CC2)cc1
  27	-26	-16	-26
- CCOC(=O)C1CCN(S(=O)(=O)c2c(C)n[nH]c2C)CC1
  -6	-17	9	-17
- COC(=O)CN1C(=O)Nc2ccc(Br)cc2C1c1ccccc1Cl (stereo not drawn)
  19	14	6	14
- COc1ccc(Oc2nc3c(c(=O)n(C)c(=O)n3C)n2Cc2cccc(OC)c2)cc1
  4	-7	-16	-7
- CSc1nc(-c2ccccc2)nc(N)c1C(C)=O
  10	18	17	18
- COC(=O)C1=[N+]([O-])OC(C(=O)OC)C1c1c[nH]c2ccccc12 (stereo not drawn)
  8	3	2	3
- CCCCC(=O)NN(C)c1nc(-c2ccccc2)nnc1C(F)(F)F
  21	18	-8	18
- O=C(CNS(=O)(=O)c1cccs1)N1CCN(c2ccccn2)CC1
  24	-16	-14	-16
- COc1ccc(OC)c(C2C(C(=O)O)c3ccccc3C(=O)N2C)c1 (stereo not drawn)
  2	-8	7	-8

Results follow in this order: eIF2B yeast act	eIF2B yeast act mutant toxicity	Yeast growth tox	Yeast growth tox inhibition %
- CC(C)c1nc(SCC(=O)Nc2ccc(N3CCOCC3)cc2)c2ccccc2n1
  .	.	-13	-40
- N#CC(c1ccc(Cl)nn1)c1ccccc1Cl (stereo not drawn)
  18	12	9	12
- CCOC(=O)C1CCN(C(=O)CCCN2C(=O)c3ccccc3C2=O)CC1
  -23	.	.	.
- COc1ccccc1CNC(=O)c1ccoc1C
  .	.	-9	7
- c1coc(-c2nnc3n2C2(CCCC2)Cc2ccccc2-3)c1
  0	-25	13	-25
- Cc1cccc(N2C(=O)CSC2c2cccnc2)c1 (stereo not drawn)
  .	.	18	12
- Cc1cccn2c(=O)c3cc(C(=O)N4CCc5ccccc54)n(C)c3nc12
  14	-32	1	-32
- COc1cccc(C(=O)c2cc3ccc(O)cc3oc2=O)c1
  96	-9	2	-9
- COCCNC(=O)C(OC(=O)c1ccco1)c1ccccc1OC (stereo not drawn)
  18	-2	-13	-2
- CCc1nnc(NC(=O)c2ccc(S(=O)(=O)N3CCCCCC3)cc2)s1
  10	-18	-16	-18
- CC(=O)Cc1nsc(Nc2ccccc2)n1
  .	.	4	20
- Cc1ccc2cc(CN(CCCN(C)C)C(=O)NCc3ccccc3)c(=O)[nH]c2c1C
  -11	.	2	0
- O=C(O)C1C2C=CC(C2)C1C(=O)Nc1ccc(C(=O)N2CCCCC2)cc1 (stereo not drawn)
  -9	-7	9	-7
- Cc1ccc2c(c1)CCCN2C(=O)c1c(C)noc1C
  -6	-10	22	-10
- Cc1nc2sc(C(c3ccc(Cl)cc3)N3CC(C)OC(C)C3)c(O)n2n1 (stereo not drawn)
  16	-18	16	-18

Results follow in this order: eIF2B yeast act	eIF2B yeast act mutant toxicity	Yeast growth tox	Yeast growth tox inhibition %
- COc1ccc(NC(=O)C(C)N(c2ccc(C)cc2)S(C)(=O)=O)cc1 (stereo not drawn)
  24	16	-4	16
- O=C(c1cccs1)N1CCN(S(=O)(=O)Cc2ccccc2)CC1
  -16	3	11	3
- O=C1CC(c2ccc(F)cc2)C2=C(CCCC2=O)N1 (stereo not drawn)
  19	-5	-13	-5
- CCOc1ccc(-c2nn3c(-c4ccc(OC)cc4)nnc3s2)cc1
  17	.	.	.
- C=CCn1c(SC(C)CC)nc(O)cc1=O (stereo not drawn)
  .	.	6	15
- COc1ccc(C)cc1-n1nnnc1SCc1csc(C)n1
  -11	-9	9	-9
- CN(Cc1cnn(C)c1)C(=O)c1sc2cccc(Cl)c2c1Cl
  .	.	16	8
- Cc1cc(NC(=O)CSc2nc(C(C)C)nc3sc4c(c23)CCC(C)C4)no1 (stereo not drawn)
  .	.	-10	-7
- CCCCNCCCOc1cc(Cl)ccc1Cl
  3	11	-12	11
- Cc1nc2c(sc3nc4c(cc32)COC(C)(C)C4)c(=O)n1CC(=O)NCc1ccco1
  16	8	-4	8
- COc1ccc(C(=O)Nc2nc(N3C(=O)c4ccccc4C3=O)n(-c3ccccc3)n2)cc1
  13	18	15	18
- O=C1NC2(CCCCCC2)Cc2ccccc21
  21	11	10	11
- Cc1ccc(S(=O)(=O)C2CS(=O)(=O)CC2O)cc1 (stereo not drawn)
  19	23	13	23
- Cc1ccc2nc(NC(=O)C3CCN(S(=O)(=O)c4cccs4)CC3)sc2c1
  -9	10	-1	10
- CCCC(=O)NC1=C(C#N)C2(CCCC2)Cc2ccccc21
  1	.	20	0

Results follow in this order: eIF2B yeast act	eIF2B yeast act mutant toxicity	Yeast growth tox	Yeast growth tox inhibition %
- COCc1nnc(NC(=O)CC(c2ccccc2)c2ccccc2)s1
  -28	-5	-16	-5
- Cc1ccc(C2CC(=O)NC(SCc3ccccc3)=C2C#N)cc1 (stereo not drawn)
  -14	-6	-3	-6
- CCCOc1nnnn1-c1ccccc1
  10	-10	2	-10
- CSc1ccccc1C(=O)NC1CCCCCC1
  .	.	19	9
- CCOc1cccc(C(=O)Nc2ccccc2N2CCN(C(=O)C(C)C)CC2)c1
  .	.	-3	7
- Cc1cc(=O)oc(C)c1C(=O)n1nc(C)c2c1C[C@@H]1[C@H]2C1(C)C
  -15	-7	-21	-7
- NC(=O)COc1ccc2c3c(c(=O)oc2c1)CCCCC3
  9	-3	11	-3
- Cc1c(NC(=O)CCC(=O)N2CCCCC2)c(=O)n(-c2ccccc2)n1C
  1	17	30	17
- CC(=O)N(C)c1nnc(-c2cnccn2)s1
  26	-10	-8	-10
- Cc1sc2nc(SCC(=O)OC(C)C)n(C)c(=O)c2c1C
  24	-26	-15	-26
- COc1cc(Cl)c(S(=O)(=O)NCCN2CCOCC2)cc1Cl
  .	.	-1	5
- COc1ccc(-c2cc(C(=O)Nc3cc(C)n(Cc4ccc(Cl)cc4)n3)no2)cc1OC
  6	-18	-17	-18
- COc1ccc(S(=O)(=O)N2CCC(C(=O)NCCc3ccccc3)CC2)cc1OC
  -1	10	5	10
- Cc1c(C(=O)OC2CCCCC2)sc2nc[nH]c(=O)c12
  8	19	4	19
- O=C(c1noc2c1CCc1ccccc1-2)N1CCCc2ccccc21
  -31	4	-14	4

Results follow in this order: eIF2B yeast act	eIF2B yeast act mutant toxicity	Yeast growth tox	Yeast growth tox inhibition %
- CC1(C)CC(=O)C2=C(C1)N(C1CCCCC1)C(=O)C2(O)C(F)(F)F (stereo not drawn)
  5	15	-26	15
- Cc1csc(N/N=C/c2ccc(O)c([N+](=O)[O-])c2)n1
  28	6	-1	6
- Cc1ccc(C2=[N+]([O-])C3(CCCCC/C3=N\NC(N)=O)N(O)C2(C)C)o1 (stereo not drawn)
  .	.	3	3
- Cc1ccc(SCC(=O)Nc2ccccc2C(=O)O)cc1
  .	.	5	14
- O=C1N=C(N2CCOCC2)SC1=C1CCCCC1
  22	-3	19	-3
- CCOC(=O)CC(=O)CSc1nc(N)c(C#N)c(-c2ccc(Cl)cc2)c1C#N
  -38	-9	5	-9
- FC(F)(F)c1cc(-c2ccc(Cl)cc2)nc2ncnn12
  13	18	8	18
- Cc1nc(C2CC(=O)OC23CCCCC3)cs1 (stereo not drawn)
  18	-16	-3	-16
- Cc1coc(C)c1C(=O)CC1(O)C(=O)Nc2cc(Cl)cc(Cl)c21 (stereo not drawn)
  -2	.	9	0
- CCOC(=O)c1c(C)oc2ccc(OCc3cc(C(=O)OC)oc3C)cc12
  21	11	21	11
- O=C(CSc1nc2c(cnn2-c2ccc(F)cc2)c(=O)[nH]1)N1CCOCC1
  20	4	15	4
- O=C(Nc1ccccc1F)NC1CCN(Cc2nnnn2Cc2ccc(F)cc2)CC1
  2	-4	17	-4
- O=C1CCC([N+](=O)[O-])C(c2cccc(Cl)c2Cl)N1 (stereo not drawn)
  28	25	3	25
- CS(=O)(=O)N(CC(=O)NC1CCCC1)c1cccc(F)c1
  12	11	4	11
- Clc1ccc(OCc2nc(-c3ccccn3)n[nH]2)cc1
  43	11	-12	11

Results follow in this order: eIF2B yeast act	eIF2B yeast act mutant toxicity	Yeast growth tox	Yeast growth tox inhibition %
- CCOC(=O)C1CCCN(CCC(=O)Nc2ccc3c(c2)CCC3)C1 (stereo not drawn)
  18	-17	21	-17
- C1=C(CCNc2nnnn2-c2ccccc2)CCCC1
  -2	10	13	10
- O=c1c2c(nc3cc(-c4ccccc4)[nH]n13)CCC2
  18	7	8	7
- CCOc1ccc(N(Cc2cc3cc(OC)ccc3[nH]c2=O)S(C)(=O)=O)cc1
  27	.	.	.
- COC(=O)c1ccccc1NC(=O)CSc1nnc(-c2cccnc2)n1C
  35	-7	-20	-7
- O=C1CC(SCc2nc3ccccc3[nH]2)C(=O)N1c1ccc(F)c(Cl)c1 (stereo not drawn)
  13	22	16	22
- O=C(O)CSCC(=O)Nc1cccc(C(F)(F)F)c1
  22	12	9	12
- CCNC(=O)CC1C(=O)N(c2ccccc2)C(=O)N1CCc1ccc(OC)cc1 (stereo not drawn)
  14	10	5	10
- Cc1ccc(Cl)cc1NC(=O)c1cnn2c1NC(c1ccco1)CC2C(F)(F)F (stereo not drawn)
  27	15	20	15
- O=C(CSc1ncccn1)Nn1cnnc1
  -14	4	13	4
- Cc1ccc(C(=O)Nc2ccccc2C(=O)NC(C(=O)O)C(C)C)cc1 (stereo not drawn)
  16	9	-4	9
- Cc1cc(/C=N/Nc2ccc([N+](=O)[O-])cn2)c(C)n1-c1ccccc1
  .	.	-7	13
- Cc1ccc(OCCNS(=O)(=O)c2ccc(N3CCCC3=O)cc2)cc1C
  -2	-19	9	-19
- Cc1ccc(S(=O)(=O)Cn2nnnc2CN2CCOCC2)cc1
  15	-4	16	-4
- Cc1ccc(-c2nn(C)c(=O)c3ccccc23)cc1CNC(=O)c1ccco1
  1	-12	-8	-12

Results follow in this order: eIF2B yeast act	eIF2B yeast act mutant toxicity	Yeast growth tox	Yeast growth tox inhibition %
- Cc1oc2nc(SCC(=O)NC3CCCCC3)nc(N)c2c1C
  16	11	25	11
- CCN(CC)CCNC(=O)C12CC3CC(C)(CC(C)(C3)C1)C2
  18	11	22	11
- Cc1cc(C)nc(SCc2nnc(SCC(=O)Nc3c(C)cccc3C)o2)n1
  37	12	-11	12
- Cn1cccc1/C=C1\CCC/C(=C\c2cccn2C)C1=O
  .	.	40	20
- CCn1ncc(C2=NOC(C(=O)Nc3ccc4c(c3)OCO4)C2)c1C (stereo not drawn)
  23	.	3	0
- O=C(NCc1cccnc1)c1noc2c1CCCC2
  -11	-8	23	-8
- CCCc1nc(SCC(N)=O)[nH]c(=O)c1CC
  -2	4	15	4
- Nc1c(C(=O)NCc2ccc(F)cc2)c2nc3ccccc3nc2n1CCCN1CCOCC1
  24	.	?	.
- COc1ccc2c(c1)c(CCN1C(=O)c3ccccc3C1=O)cn2C(=O)c1ccco1
  7	8	-37	8
- COc1ccccc1Oc1c(C)oc2c(CN3CCN(CCO)CC3)c(O)ccc2c1=O
  -9	-10	2	-10
- N#CC1=C(N)S[C@@H](C(=O)c2ccc(F)cc2)[C@@H]1c1cccs1
  -30	7	21	7
- O=C(NCCCc1ccccc1)c1ccc(Br)o1
  34	-5	0	-5
- Cc1cc(C)n(C/C=C/Cn2nc(C)cc2C)n1
  42	-14	-3	-14
- O=C(O)Cn1nc(-c2ccccc2)c2ccccc2c1=O
  .	.	5	-7
- CC(C)NC(=O)c1ccccc1-c1ccccc1
  .	.	7	4

Full records from above:
Shown for Cc1cc(C)nc(SCc2nnc(SCC(=O)Nc3c(C)cccc3C)o2)n1 = eIF2B yeast act = 37; eIF2B yeast act mutant toxicity = 12; Yeast growth tox = -11; Yeast growth tox inhibition % = 12
Shown for O=C(NCc1cccnc1)c1noc2c1CCCC2 = eIF2B yeast act = -11; eIF2B yeast act mutant toxicity = -8; Yeast growth tox = 23; Yeast growth tox inhibition % = -8

Remaining list, next part
Results follow in this order: eIF2B yeast act	eIF2B yeast act mutant toxicity	Yeast growth tox	Yeast growth tox inhibition %
- CS(=O)(=O)N(Cc1ccccc1)c1ccccc1C(=O)Nc1ccccc1C(=O)NCc1ccco1
  .	.	20	9
- CC1Cc2ccccc2N1C(=O)CCS(=O)(=O)c1cccs1 (stereo not drawn)
  -12	12	11	12
- N#Cc1nc(Cc2ccccc2)oc1NCc1ccccc1
  -23	19	20	19
- Cc1ccc(Cn2ccc(NC(=O)c3noc4c3CCc3ccccc3-4)n2)cc1
  .	.	-29	-19
- CCOC(=O)c1nn(-c2ccc(C)c(C)c2)c(=O)c2c(N)scc12
  -4	-24	-20	-24
- c1ccc2oc(SCc3cn4ccccc4n3)nc2c1
  31	27	41	27

From PubChem BioAssay
